IP6K1 inhibitor = IP6K1 kinase inhibition. IP6K1 kinase, ADP-Glo luminescence, 2 h; active compounds read low. activity change, % (series mostly up to about 58 µM). 140,000 compounds, 0.81% hits. AID 1645851; in the data active = activity change below about -25%
Target sequence (Q92551 whole entry, looked up): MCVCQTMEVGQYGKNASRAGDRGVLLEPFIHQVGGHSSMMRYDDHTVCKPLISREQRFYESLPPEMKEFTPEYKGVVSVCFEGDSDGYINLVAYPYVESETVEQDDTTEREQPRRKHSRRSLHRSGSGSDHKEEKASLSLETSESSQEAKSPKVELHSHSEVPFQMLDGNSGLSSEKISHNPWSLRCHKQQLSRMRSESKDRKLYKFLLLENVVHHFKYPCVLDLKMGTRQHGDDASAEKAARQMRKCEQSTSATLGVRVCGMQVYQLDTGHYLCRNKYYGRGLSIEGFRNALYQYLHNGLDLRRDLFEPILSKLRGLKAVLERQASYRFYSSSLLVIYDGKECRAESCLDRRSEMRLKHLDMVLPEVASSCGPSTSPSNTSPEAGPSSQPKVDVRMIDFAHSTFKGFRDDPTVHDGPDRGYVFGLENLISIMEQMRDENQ
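ADP-Glo luminescence measures ADP made by human IP6K1 during a 2 h RT reaction with ATP/IP6 (mix at 1.3 mM/130 uM); top library doses 57.5 and 19.1 uM final.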
SNCA expr inhib = SNCA gene expression inhibition. HEK-293 SNCA-luciferase knock-in, luminescence, 24 h. Potency, µM (top dose mostly 57.2 µM), for inactives: top-dose activity change, negative = inhibition, most hits filed as inhibitors. 140,000 compounds, 0.17% hits;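 note: potency is the fitted concentration of half-maximal effect; plate controls were DMSO cells for no effect and cell-free wells for full effect; nearly all actives have a fitted effect of over 45% in size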
HEK cytotox = cytotoxic compounds in HEK 293 cells | HEK 293 viability, ATP luminescence (CellTiter-Glo), 48-72 h | Potency, µM (doses to about 115 µM), inactives show top-dose activity change, negative = cytotoxicity, actives largely listed as inhibitors | 94,000 compounds, 6.6% hits | AID 1345083; note: potency is the fitted concentration of half-maximal effect; nearly all actives have a fitted effect of over 60% in size
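250 HEK 293 cells/well; compound by pintool; incubated 48 or 72 hr at 37 degree Celsius; CellTiter-Glo added, 10 min RT, luminescence imaged.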
SNCA viab count = cell viability loss counter-screen. HEK-293-SNCA-luc viability, GF-AFC fluorescence, 24 h. Potency, µM (titrated, usually from 57.1 µM), for inactives: at the highest dose activity change, negative = cytotoxicity, hits mostly cytotoxic. 150,000 compounds, 0.12% hits. AID 1671193;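 note: potency is the fitted concentration of half-maximal effect; 0% = DMSO-treated cells and -100% = medium-only wells without cells; nearly all actives have a fitted effect of over 30% in size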
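HEK-293-SNCA-luc cells (1500/well) plated 24 h, then exposed 24 h to a dilution series; GF-AFC added 30 min at 37C, fluorescence 405/540 nm; normalised to medium-only and DMSO wells, Hill fit.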
GPT2 inhibitor = inhibitors of human GPT2 alanine aminotransferase. Potency, µM (doses to about 57.7 µM), without a hit: top-dose activity change, negative = inhibition, hits mostly inhibitors. 100,000 compounds, 0.25% hits. Recombinant GPT2, coupled pyruvate oxidase/HRP Amplex Red fluorescence. Q8TD30. AID 1671188; note: potency is the fitted concentration of half-maximal effect; nearly all actives have a fitted effect of over 60% in size; many of its hits are not listed in these tables
Target sequence (Q8TD30 whole entry, looked up): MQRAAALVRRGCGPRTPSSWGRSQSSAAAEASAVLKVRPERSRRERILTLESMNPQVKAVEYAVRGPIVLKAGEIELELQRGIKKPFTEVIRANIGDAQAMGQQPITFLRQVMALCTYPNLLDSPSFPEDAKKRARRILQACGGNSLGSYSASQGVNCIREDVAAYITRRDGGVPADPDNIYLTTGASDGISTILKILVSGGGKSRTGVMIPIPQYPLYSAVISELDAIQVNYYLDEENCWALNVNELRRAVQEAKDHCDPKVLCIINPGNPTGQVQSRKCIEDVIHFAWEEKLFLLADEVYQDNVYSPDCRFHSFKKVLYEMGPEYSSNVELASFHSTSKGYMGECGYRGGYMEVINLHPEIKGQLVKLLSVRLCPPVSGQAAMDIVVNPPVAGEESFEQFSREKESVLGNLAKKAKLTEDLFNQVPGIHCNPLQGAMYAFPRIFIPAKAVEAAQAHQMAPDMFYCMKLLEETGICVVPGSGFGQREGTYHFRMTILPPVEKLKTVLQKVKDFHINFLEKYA
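Fluorescence read-out: pyruvate from GPT2 turnover coupled to pyruvate oxidase, HRP and Amplex Red (0.2mM ThPP, 0.2U/mL PO and HRP, 50uM Amplex final). Substrates 250uM a-KG, 2mM L-alanine; enzyme 10ng/uL; 30 min RT.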
3T3 cytotox = NIH 3T3 cell cytotoxicity. 94,000 compounds, 4.3% hits. Potency, µM (highest dose often 96.7 µM), for the others: at the top dose activity change, negative = cytotoxicity, actives largely listed as inhibitors. NIH 3T3 viability, CellTiter-Glo ATP luminescence, 48-72 h; note: potency is the fitted concentration of half-maximal effect; nearly all actives have a fitted effect of over 55% in size
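NIH 3T3 cells at 400 cells/well received 23 nL of compound by pintool and were incubated 48 or 72 h at 37 °C. Viability was read as ATP-coupled CellTiter-Glo luminescence.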
Luciferase inh = Photinus pyralis luciferase inhibition; P08659; 76,000 compounds, 2.5% hits; AID 1347043; Potency, µM (series often up to 115 µM), without a hit: at the highest dose activity change, negative = inhibition, most hits filed as inhibitors; purified P. pyralis luciferase, luminescence, biochemical; note: potency is the fitted concentration of half-maximal effect; nearly all actives have a fitted effect of over 65% in size
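Purified 10nM P. pyralis luciferase with 10uM D-luciferin and 10uM ATP in 50mM Tris acetate pH 7.5, 10mM Mg acetate, 0.01% Tween-20, 0.05% BSA. qHTS titration; luminescence read by CCD imager.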
* = called active by the depositor; i = inactive; u = inconclusive; x = no result given; & = joins results of further samples; [ ] = remark or other dose. Unless noted, calls come from the whole dose curve; as a rule, active = well fitted curve in the direction sought with a large enough effect; inconclusive = small, poorly fitted or top-dose-only effect, or another doubt; inactive = no such curve, though single readings can be large; an effect the other way counts as inactive or inconclusive. Unless noted, % is set by controls: 0 for no effect and ±100 for the full control effect.

The first 3 compounds, to show the layout:
SMILES	IP6K1 inhibitor	SNCA expr inhib	HEK cytotox	SNCA viab count	GPT2 inhibitor	3T3 cytotox	Luciferase inh
CC(C)c1cccc(NC(=O)CN2C(=O)NC3(CCOCC3)C2=O)c1	11	4%	0%	-4%	0%	-4%	3%
CCOC(=O)c1[nH]c(C)c(C(=O)NCc2ccc(F)cc2)c1C	1	1%	x	-9%	x	x	x
O=C(NC1CCN(Cc2cccc(-c3cccs3)c2)CC1)c1ccc(F)cc1	-9&-1	-15%&1%	u	-4%[12.5 µM]	-5%&3%	u	x

Results, repeating the preview:
SMILES	IP6K1 inhibitor	SNCA expr inhib	HEK cytotox	SNCA viab count	GPT2 inhibitor	3T3 cytotox	Luciferase inh
CC(C)c1cccc(NC(=O)CN2C(=O)NC3(CCOCC3)C2=O)c1	11	4%	0%	-4%	0%	-4%	3%
CCOC(=O)c1[nH]c(C)c(C(=O)NCc2ccc(F)cc2)c1C	1	1%	x	-9%	x	x	x
O=C(NC1CCN(Cc2cccc(-c3cccs3)c2)CC1)c1ccc(F)cc1	-9&-1	-15%&1%	u	-4%[12.5 µM]	-5%&3%	u	x
c1ccc(Oc2ccccc2-c2cc3c(cn2)CN(Cc2ccncc2)CCN3)cc1	-18	-20%[87.6 µM]	u	-11%[87.6 µM]	4%[88.5 µM]	u	-2%[172 µM]
COc1ccc(-n2nc(C3CCN(C(=O)Nc4ccccc4)CC3)[nH]c2=O)cc1	19	-11%	-1%	5%	i	-23%	-6%
O=C(Nc1cccc(C(F)(F)F)c1)O[C@@H]1CO[C@H]2[C@@H]1OC[C@@H]2Nc1nccc(-c2ccc3c(c2)OCO3)n1	0	-3%	50µM*	1%	-7%	u	1%
O=C(NCc1ccc(F)cc1)c1nc(-c2cccc(C(F)(F)F)c2)c2cnccn12	0	33%[activator]	u	5%	i	-23%	1%
CCCCNC(=O)N1C[C@H]2OC(=O)N(Cc3ccc(OC)c(OC)c3)[C@H]2C1	13	8%	5%	5%	i	2%	-5%
Cc1ccc(C#N)c(N2CC[C@@]3(O)CCN(S(=O)(=O)N(C)C)C[C@H]3C2)n1	0	-21%	-30%	-17%	3%	u	-1%
CCOc1ccc(NC(=O)CSc2nc3nc(C)c(Cc4ccccc4)c(C)n3n2)cc1	14	-4%	x	9%	x	x	x
O=C(O)CCc1nc(C2CCOCC2)n[nH]1	-1	-4%	-10%	3%	u	-4%	0%
COc1ccccc1-c1ccc2ncc(Nc3cccc(O)c3)n2n1	-10	43%[activator][87.6 µM]	u	2%[87.6 µM]	i	u	u
CNC(=O)C1(N2CCC[C@H]2C(=O)N2CCC(C)CC2)COC1	-6	u	1%[172 µM]	-12%[87.6 µM]	0%[88.5 µM]	1%[138 µM]	-3%[172 µM]
COc1cccc(C(=O)NCCNC(=O)c2cccc(-c3cc(F)ccc3OC)c2)c1	-3	6%	u	-5%	3%	45µM*	x
O=C(Nc1cc(-c2nc3cc(Cl)ccc3o2)ccc1Cl)c1cc([N+](=O)[O-])ccc1N1CCOCC1	9	63%[activator]	x	-12%	x	x	x
CN1CC(=O)N(c2ccc(Cl)cc2)Cc2c1ncnc2N1CCC(Cc2ccccc2)CC1	6	u	32µM*	-4%	i	u	-1%
CCC(C(=O)NC1CCN(c2cn[nH]c(=O)c2)CC1)c1ccccc1 (configuration not stated)	0	8%	1%	13%	-15%	1%	-1%
COCCNS(=O)(=O)c1cc(-c2nn3c(C)nnc3c3ccccc23)ccc1C	-4	52%[activator]	x	2%	x	x	x
CCCn1nccc1C(=O)NCc1cccnc1-n1cnc2ccccc21	-12	-4%	-3%	8%	1%	-14%	-2%
CC(C)(CC(=O)O)CC(=O)N[C@H]1CO[C@H]2[C@@H]1OC[C@@H]2n1nnnc1Oc1ccc(-n2ccnc2)cc1	12	-1%	i	2%	i	i	-3%
COc1ccc(C(=O)N2CCCC3(C2)NC(=O)N(Cc2cc(C)ccc2C)C3=O)cc1F (configuration not stated)	8	-10%	-9%	-12%	i	-17%	0%
COc1cccc(Cc2nc3ccccc3nc2SCC(=O)N2CCCc3ccccc32)c1	14	6%	x	0%	x	x	x
CCN(CC)CCOc1ccc2c(c1)C(=O)c1cc(OCCN(CC)CC)ccc1-2	-11	15%[25.6 µM]	x	8%[23.9 µM]	i	x	x
CC1C(=O)N2CCCc3cc(S(=O)(=O)N4CCC(C(N)=O)CC4)cc1c32 (configuration not stated)	-8	18%	x	4%	x	x	x
O=C(COc1ccccc1)N1CCc2nn(Cc3ccccc3)c(=O)n2CC1	-10	-10%	-9%	-4%	i	-19%	-8%
COCCN1C(=O)N(CC(C)C)C(=O)C12CCN(Cc1cnn(-c3ccccc3OC)c1)CC2	0	0%	-9%	10%	-3%	u	0%
CCN1c2cc(C(=O)Nc3ccc(F)cc3)ccc2C(=O)N2CCCCC21 (configuration not stated)	-5	4%	u	u	i	u	-17%
COc1ccc(NC(=O)C2(C)CCCc3cnc(NCc4ccccc4)nc32)cn1 (configuration not stated)	-13	-25%[87.6 µM]	u	u	-23%[88.5 µM]	u	-17%[172 µM]
COCC1CN(C(=O)c2ccc(Br)cc2)CC12CCNCC2 (configuration not stated)	13	8%	i	-27%	-14%	i	-3%
O=C(COCc1cc(-c2ccc3c(c2)OCO3)on1)NCc1ccccc1Cl	3	-4%	x	-5%	x	x	x
Cc1ccc(CNc2nc(-c3ccco3)nn2S(C)(=O)=O)cc1	3	-10%	x	-6%	x	x	x
CN(CC(=O)N1CCN(Cc2ccccc2)CC(O)C1)C1CCCC1 (configuration not stated)	9	15%	-15%	-2%	i	-5%	2%
CCc1nc2c(=O)n(CC(=O)NC(C)c3ccccc3)nc(C)c2s1 (configuration not stated)	18	-16%	1%	3%	-15%	-6%	0%
CCOc1ccc(C2NC(=O)N(CCC(C)C)C3=C2C(=O)OC3)cc1 (configuration not stated)	21	-6%	u	1%	-7%	-22%	5%
O=C(/C=C/c1ccc(O)c(O)c1)OC[C@H]1O[C@@H](OC2CCCCC2O)[C@H](O)[C@@H](O)[C@@H]1O (some centres not stated)	-4	x	x	-5%[23.9 µM]	i	x	x
CC1(c2ccccc2)N(Cc2cccnc2)C(=O)OC12CCN(C(=O)Cc1cccc(F)c1)CC2 (configuration not stated)	5	-17%	-22%	5%	-6%	u	-4%
COc1ccc(NC(=O)c2ccc(-c3nc(CSc4ccccc4)c(C)o3)cc2)c(OC)c1	-15	-11%	x	12%	x	x	x
CC1=NS(=O)(=O)N(Cc2ccccc2)C=C1C(=O)OCC1CC1	0	4%	u	u	1%	u	-16%
COCCN1CCCN(C(=O)NCCc2ccccc2)c2ccccc21	-8	-7%	-27%	7%	3%	u	-4%
CC(NC(=O)c1nn(C)c2c1CSc1ccccc1-2)c1ccccc1 (configuration not stated)	22	215%[activator]	x	-7%	x	x	x
CC(C)CN(c1ccccc1)S(=O)(=O)c1nnc(NC(=O)c2ccco2)s1	-2	-7%	x	5%	x	x	x
Cc1cc(C(=O)N2C[C@@H](C)[C@@](C)(O)C2)cc(S(N)(=O)=O)c1C	1	-10%	i	2%	u	i	-3%
CN1[C@H]2CC[C@@H]1CN(C(=O)c1cccc(CCC(C)(C)O)c1)CC2	7	6%	-15%	5%	i[11.5 µM]	-13%	3%
O=S(=O)(c1ccc(Cl)cc1)c1nc(-c2cccc(Br)c2)oc1NCc1ccccc1	8	-5%	x	8%	x	x	x
O=c1cc(N2CCN(c3cccc(C(F)(F)F)c3)CC2)[nH]c(=O)n1C1CCCCC1	-10	x	x	-23%	i	x	x
Cc1ccc(C)c(-c2cc3c(=O)n(CCNC(=O)c4ccc5c(c4)OCO5)ccn3n2)c1	6	-6%	-8%	-8%	-10%	-8%	-1%
COC(=O)CNC(=O)N1CCOc2ccc(CN3CCc4ccccc4C3)cc2C1	1	2%	i	0%	i	-7%	-3%
CCCCCCNC(=O)c1c[nH]c2ccc(S(=O)(=O)N(C)c3ccc(C(C)C)cc3)cc2c1=O	5	-16%	x	-15%	x	x	x
OCC1(CCCc2ccccc2)CCNCC1	-1	0%	-5%	-10%	1%	-18%	-4%
C=C(C(=O)OC)C1C(O)CC2(C)C(=O)CCC(O)(CO)C2C1O (configuration not stated)	-4	x	x	-18%	i	x	x
COC(=O)CCCNC(=O)[C@@]1(O)C[C@@H](O)[C@H](O)[C@@H](NC(=O)Nc2ccc(C)cc2)C1	1	13%[87.6 µM]	-21%[172 µM]	2%[87.6 µM]	u	-13%[174 µM]	-28%[172 µM]
O=C(NC1CCCCCCC1)C1CCN(C(=O)c2ncn3c2COC(c2ccccc2)C3)CC1 (configuration not stated)	6	67%[activator]	6%	4%	3%	1%	18µM*
Cn1c(=O)c2c(nc(N3CCOCC3)n2Cc2ccccc2)n(C)c1=O	-9	17%	x	9%	x	x	x
CC1=NOC2(CCN(C(=O)c3ccc4c(c3)OCO4)CC2)C1	-7	16%[87.6 µM]	-20%[172 µM]	2%[87.6 µM]	i	-8%[138 µM]	-1%[172 µM]
COc1ccc(NC(=O)CSc2nc(-c3ccc(OC)c(OC)c3)[nH]c2-c2ccc(C)cc2)cc1	-7	-10%	x	-29%	x	x	x
COc1ccc(NC(=O)CCS(=O)(=O)c2ccc3nc(C)sc3c2)cc1Cl	-15	0%	x	5%	x	x	x
O=C(c1ccc(Cl)nc1)N1CCn2c(nn(-c3ccncc3)c2=O)C1	-7	-1%	-20%	-12%	i	-24%	10%
O=C(c1cnccn1)N1CCCC1c1noc(CO)n1 (configuration not stated)	1	4%	0%	25%	-3%	-9%	x
Cc1ccc(CNC(=O)c2ccc(N3CC4CC(C3)[C@H]3CCCC(=O)N3C4)nc2)cc1 (some centres not stated)	5	u	u	5%	-13%	-5%	5%
COC(=O)C1=C(C)N=C2SC=C(CC(=O)NCc3cccc(F)c3)N2C1c1ccccc1Cl (configuration not stated)	0	13%	-28%	3%	u	-20%	4%
Next part
SMILES	IP6K1 inhibitor	SNCA expr inhib	HEK cytotox	SNCA viab count	GPT2 inhibitor	3T3 cytotox	Luciferase inh
COc1cc(NC(=O)c2nc3ccccc3n(C)c2=O)cc(OC)c1OC	-6	52%[activator]	x	14%	x	x	x
COc1ccccc1-c1nnc2ccc(C(=O)N3CCN(C)CC3)cn12	0	2%	-3%	9%	-3%	5%	x
CN1CCC(OC2CCN(C(=O)c3ccc(Cl)s3)CC2)CC1	0	-16%	-17%	-3%	-3%	u	0%
Cc1cc(C)c(Nc2ncnc3c2cnn3C)c(C)c1	-1	-3%	x	4%	x	x	x
CCCn1cnc2c1CN(S(=O)(=O)c1ccc(F)cc1)[C@H](C(=O)OC)C2	9	-2%[87.6 µM]	-1%[172 µM]	-1%[87.6 µM]	u	-9%[174 µM]	-6%[172 µM]
O=C(NC1CCN(CCn2nc3n(c2=O)CCCC3)C1)c1ccccc1Cl (configuration not stated)	17	x	0%	x	x	-7%	x
